LGR2 antag – Drosophila LGR2 receptor signaling inhibition; HEK293 LGR2, CRE-luciferase, bursicon-stimulated, 4 h; inhibition, % at 9.99 µM; 0.35% of 380,000 active;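 active = drop in luminescence signal, shown as inhibition above about 50% in the replicate tests, limit read from the data, passing the limit was not always enough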;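 note: agonist challenge used bursicon conditioned medium at about half maximal strength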
SIRT5 inh – blocks human SIRT5 desuccinylation of peptide. 1.1% of 330,000 active. AID 652115. Purified SirT5, succinyl-peptide AMC, trypsin-coupled fluorescence. Q9NXA8. inhibition, % at 15 µM; in the data active = inhibition above about 15%
Target sequence (Q9NXA8 whole entry, looked up): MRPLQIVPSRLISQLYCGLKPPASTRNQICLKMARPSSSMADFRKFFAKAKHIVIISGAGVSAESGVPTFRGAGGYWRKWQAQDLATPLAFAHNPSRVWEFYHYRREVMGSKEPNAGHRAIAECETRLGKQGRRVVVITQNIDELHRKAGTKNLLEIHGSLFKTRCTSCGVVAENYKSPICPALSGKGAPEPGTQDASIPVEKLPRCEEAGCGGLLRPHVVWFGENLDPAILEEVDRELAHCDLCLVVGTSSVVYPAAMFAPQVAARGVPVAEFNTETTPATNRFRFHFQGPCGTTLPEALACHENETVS
ERAP1 HTS inh – inhibitors of human ERAP1 aminopeptidase | recombinant ERAP1, Leu-AMC fluorescence, 60 min | inhibition, % at 10.7 µM | 0.15% of 340,000 active;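 active = mean replicate inhibition of at least 30%, or all replicates individually reaching that 30% level; inactive = mean below 30% and not every replicate reaching it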;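 note: 0% = neutral control wells and 100% = L-leucinethiol positive control wells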
Xi reactivation – X-chromosome reactivation activator | XiGFP mouse fibroblasts, % GFP-positive cells imaging, 3 d; cells co-treated with 5-aza-dC sensitizer; scaled so ellipticine positive control = 100% | activation, % at 7.58 µM | 0.055% of 360,000 active;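 active = mean normalized replicate activation at least 10% and every replicate at or above 10%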;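 note: 0% = median of on-plate neutral control wells and 100% = ellipticine 6 µM median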
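assay system = SV40-immortalized XiGFP fibroblast cells, line 68-5-11 | buffer or medium = DMEM plus 5-aza-dC sensitizer | doses = single-point pinned compound dosing | times = 3-day compound exposure, then 15 min fixation at room temperature | benchmarks = positive control ellipticine, 6 µM final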
Cneo AK release – causes C. neoformans cell lysis; adenylate kinase release luminescence, 4 h; normalised: neutral wells 0, clomiphene wells 100; lysis activity, % at 15 µM; 0.2% of 360,000 active;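 active = mean lysis activity across replicates of at least 80%, whatever share of replicates individually reach that level; inactive = mean lysis activity below 80%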
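Assay system: log-phase C. neoformans yeast / Quantity: yeast cell density of 5 × 10^6 cells/mL / Medium: fresh YPD growth medium / Compound: single dose / Timing: static 4 h at 37 °C with compound, 1 h detection / Measured by: adenylate kinase release luminescence / Read-out: lysis from increased AK signal / Benchmarks: Clomiphene as positive lysis control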
PGC1a acetyl inh – PGC1a acetylation modulation, inhibitor mode; U2OS PGC1a acetylation, AlphaScreen anti-acetyl-lysine; with virally co-expressed GCN5 acetyltransferase; 0.17% of 350,000 active; AID 651687; inhibition, % at 15.6 µM;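 active = every replicate shows inhibition of at least 40%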;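 note: 0% = neutral control wells and 100% = positive control wells; some results beyond the cut were filed as inactive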
S100A4 inh HTS – inhibitors of human S100A4 binding to myosin IIA peptide; S100A4/TAMRA-MyoIIA peptide fluorescence polarization; inhibition, % at 10.7 µM; 0.14% of 360,000 active; AID 652163;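 active = mean inhibition of at least 70% across replicates, with every replicate also reaching that level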
Target sequence (P26447 whole entry, looked up): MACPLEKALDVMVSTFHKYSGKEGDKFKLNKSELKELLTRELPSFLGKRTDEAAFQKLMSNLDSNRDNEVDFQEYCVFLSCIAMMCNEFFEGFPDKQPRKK
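assay system = human S100A4 monomer with TAMRA-labelled myosin IIA peptide | also added = labelled myosin peptide probe, 5 nM | incubation = 5 min between mix addition and reading | control set = DMSO and TFP controls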
C2C12 statin – suppressors of simvastatin-induced myotoxicity in C2C12 myotubes; ATP luminescence, 48 h; scaled: DMSO 0, geranylgeraniol control 100; rescue of ATP level, % at 7.49 µM; 0.78% of 330,000 active; AID 602340;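 active = mean ATP rescue above about 67%, or every replicate alone reaching that limit, limit read from the data, passing the limit was not always enough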;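 note: myotubes were challenged with 10 µM simvastatin during compound exposure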
* = called active by the depositor; / = no result given; & = joins results of further samples. Some of the compounds tested, so the mix of outcomes need not match the whole.

SMILES,LGR2 antag,SIRT5 inh,ERAP1 HTS inh,Xi reactivation,Cneo AK release,PGC1a acetyl inh,S100A4 inh HTS,C2C12 statin
CCCN1[C@@H]2Cn3c(ccc(-c4ccccc4OC)c3=O)[C@H]1[C@@H](C(=O)NCc1ccccn1)[C@@H]2CO,7,1,1,0.0,0,/,6,20
O=C(OCc1ccc(F)cc1)c1cc(=O)c2ccccc2o1,2,2,-4,0.2,-3,/,-1,-1
CO[C@H]1CN(C)C(=O)c2ccc(NC(=O)C3CC3)cc2OC[C@H](C)N(Cc2cccc(F)c2)C[C@@H]1C,6,8,1,0.2,/,-11,5,/
Cc1ccc(S(=O)(=O)Nc2ccc3c(c2)CC(=O)N([C@H](C)CO)C[C@H](C)[C@H](CN(C)Cc2ccc(-c4ccccc4)cc2)O3)cc1,-5,3,-1,0.6,-2,-11,-7,10
Cc1noc(C)c1NC(=O)N[C@H]1CC[C@@H](CCNC(=O)C2CC2)O[C@@H]1CO,0,1,0,-0.6,-2,1,-24,0
Cc1cccc(Nc2nc3ccccc3s2)c1C,-20,-2,11,0.4,/,/,2,/
O=C(NCC[C@@H]1CC[C@@H](NS(=O)(=O)Cc2ccccc2)[C@H](CO)O1)C1CCCCC1,-4,4,-2,0.5,0,-7,-15,-3
CNC[C@@H]1Oc2ccc(N)cc2C(=O)N([C@@H](C)CO)C[C@H]1C,-5,/,2,-0.6,50,14,6,12
CCC(c1ccccc1)C(CC)c1cc(O)c(O)c(O)c1 (stereo not drawn),10,7,-5,0.3,0,-14,-6,9
O=C(NCCc1c[nH]c2ccccc12)C1CCN(S(=O)(=O)c2ccccc2F)CC1,7,0,4,0.2,/,3,-1,13
CO[C@@H]1CN(C)C(=O)c2ccc(NC(=O)c3ccno3)cc2OC[C@H](C)N(S(C)(=O)=O)C[C@H]1C,-1,2,5,0.4,-2,2,-38,-4
CC(C)C[C@H](NC(=O)c1ccc(Cl)c(Cl)c1)C(=O)N1CCC[C@H]1C(=O)NCc1ccccc1,5,1,3,0.2,/,/,3,/
Cc1ccc(CNc2ccc3nnc(-c4ccccc4)n3n2)cc1,-9,4,-1,1.3,-1,-24,-5,26
O=C(O)c1ccc(Nc2ncnc3ccccc23)cc1,2,11,2,0.0,-2,5,3,4
O=C1C2CCCN2C(=O)N1CCN1CCN(c2ccccc2)CC1 (stereo not drawn),-3,3,3,0.1,1,4,-6,8
Cc1cccc(OCC(=O)NCCNC(=O)c2ccco2)c1,7,-1,1,0.2,-1,-13,0,-3
CCn1c(CNC(=O)c2ccco2)nnc1SCCOc1ccccc1,-6,-3,-6,-0.1,-1,/,-4,-2
C[C@@H]1CCCCO[C@H](CN(C)C(=O)Nc2ccccc2)[C@@H](C)CN([C@@H](C)CO)C(=O)c2cc(NS(=O)(=O)c3ccc(Cl)cc3)ccc2O1,-6,9,4,0.1,0,-10,3,/
OC[C@@H]1[C@H](c2ccc(C3=CCCC3)cc2)[C@H]2CN(CCC(F)(F)F)CCCCN12,/,2,2,/,1,-16,-3,/
Cc1cc(Br)cn2c(Cc3ccccc3C(F)(F)F)c(C3CCCCC3)nc12,2,1,12,/,1,2,1,-15
CCOC(=O)C/C(N)=N/N(C)c1ncc(C(F)(F)F)cc1Cl,-5,3,-6,0.2,/,1,2,0
Cc1cc(C(=O)NCC2CCCO2)sc1C (stereo not drawn),-4,-1,2,0.4,0,-47,1,6
COCC#Cc1ccc2c(c1)O[C@@H](CN(C)Cc1ccncc1)[C@@H](C)CN([C@@H](C)CO)S2(=O)=O,7,-6,-2,-1.1,3,-2,10,3
CN(C)C(=O)[C@@H]1[C@@H](CO)[C@@H]2Cn3c(ccc(C4=CCCCC4)c3=O)[C@@H]2N1Cc1ccc2c(c1)OCO2,-12,0,1,0.0,1,/,0,0
COc1ccc(Cl)cc1NC(=O)C(C)OC(=O)Cn1cc(C(F)(F)F)ccc1=O (stereo not drawn),4,-2,0,0.1,0,1,2,15

In the list so far, these have a furan ring, fused or not.
SMILES,LGR2 antag,SIRT5 inh,ERAP1 HTS inh,Xi reactivation,Cneo AK release,PGC1a acetyl inh,S100A4 inh HTS,C2C12 statin
Cc1cccc(OCC(=O)NCCNC(=O)c2ccco2)c1,7,-1,1,0.2,-1,-13,0,-3
CCn1c(CNC(=O)c2ccco2)nnc1SCCOc1ccccc1,-6,-3,-6,-0.1,-1,/,-4,-2

Additional structures:
SMILES,LGR2 antag,SIRT5 inh,ERAP1 HTS inh,Xi reactivation,Cneo AK release,PGC1a acetyl inh,S100A4 inh HTS,C2C12 statin
CC(=O)c1ccc(NC(=O)CN2CCN(S(=O)(=O)c3ccc4ccccc4c3)CC2)cc1,6,-1,-3,0.0,-2,-2,-5,-6
N/C(=N\OC(=O)Nc1ccccc1)c1ncc([N+](=O)[O-])s1,-24,/,1,0.0,/,-11,-6,26
C[C@@H]1CN([C@H](C)CO)C(=O)c2cc(N(C)C)ccc2O[C@@H](C)CCCCO[C@@H]1CN(C)S(=O)(=O)c1cccs1,/,5,0,/,1,12,0,-31
COC(=O)C[C@H]1CC[C@@H]2[C@H](COC[C@H](O)CN2S(=O)(=O)c2ccccc2OC)O1,-17&-2,2&-3,-1&-2,0.1&0.1,-2,2,-2&0,12
COc1cc(/C=C/C(O)=C/C(=O)/C=C/c2ccc(O)cc2)ccc1O,-1,/,-2,0.1,10,-17,9,8
COc1cccc(CNC(=O)COC(=O)CCS(=O)(=O)c2ccc(C)cc2)c1,6,-2,-5,0.1,/,/,59,-6
COc1ncnc2c1oc1ccccc12,-71,1,-1,-0.1,1,-4,2,11
COc1ccc(C(=O)Nc2cc3c4c(c2)CC(=O)N4CCC3)cc1,-11,0,0,0.2,-4,/,7,/
C[C@@H]1CN([C@H](C)CO)C(=O)Cc2cc(NC(=O)CCC(F)(F)F)ccc2O[C@H]1CN(C)CC1CCCCC1,0,9,0,-0.2,1,-3,-4,21
O=C(c1ccco1)N1CCN(c2cc(=O)n(-c3ccc(Cl)cc3)c(=O)[nH]2)CC1,4,1,3,0.0,-2,7,-5,/
CCS(=O)(=O)Nc1ccc2c(c1)C(=O)N(C)[C@@H]1CC[C@H](CC(=O)NCc3ccccc3F)O[C@@H]1CO2,20,0,3,0.1,-2,/,3,-15
CCCNC(=O)C[C@@H]1CC[C@H]2[C@@H](COC[C@@H](O)CN2C(=O)c2ccccn2)O1,14,-2,2,0.1,-1,6,-9,0
Cn1c(=O)c(=O)n(C)c2cc(S(=O)(=O)N3CCOCC3)ccc21,3,-1,3,/,/,6,3,3
COc1ccc(-c2noc(=O)n2Cc2ccc(F)cc2Cl)cc1,8,-17,-4,0.0,-1,-3,1,18
Nc1nc(COc2ccc(Cl)cc2)cs1,/,3,3,0.0,/,-6,-2,5
Cc1c(NC(=O)CSc2nnc(COc3ccccc3)n2-c2ccccc2)c(=O)n(-c2ccccc2)n1C,-9,3,7,/,0,-13,13,18
COc1cc2cc(C(C)(C)O)oc(=O)c2cc1OC,-9,/,-2,0.0,-2,/,-1,6
O=C1CN(S(=O)(=O)Cc2ccccc2)C[C@@H]2[C@@H](c3ccc(C#Cc4ccccc4)cc3)[C@H](CO)N12,34,12,-1,0.0,/,-4,-13,/
CC1CN(Cc2ccccc2)C(C)CC1O (stereo not drawn),5,/,2,-0.2,-1,4,5,22
Cc1cc(C)c(NC(=O)COC(=O)C2CCN(c3ccc(C(F)(F)F)cn3)CC2)c(Cl)c1,0,-2,0,0.0,-2,2,4,-4
C#CCNC(=O)C1=C[C@H](c2ccc(Br)cc2)C[C@H](OCCCCO)O1,10,2&-4,3&17,1.7,10&3,1&6,5&-6,22
Nc1nc2c(ncn2[C@@H]2O[C@H](C(=O)NCC3CCCCC3)[C@@H](O)[C@H]2O)c(=O)[nH]1,6,-3,-3,0.0,/,/,6,/
COC(=O)C1=C(C)N(Cc2cccc(C(F)(F)F)c2)C(=NCc2cc(OC)c(OC)c(OC)c2)NC1c1cccc(C(F)(F)F)c1 (stereo not drawn),-4,-1,4,0.6,/,/,2,/
Cc1ccc(N2C(=O)c3ccccc3C2(O)c2ccccc2)cc1 (stereo not drawn),-35,/,-3,0.1,1,-5,1,6
C[C@H]1CN([C@@H](C)CO)C(=O)c2cccc(NC(=O)C3CCCCC3)c2O[C@H]1CN(C)Cc1ccc(Oc2ccccc2)cc1,17,3,0,-0.1,1,-1,51,-100
COC(=O)c1ccc(-c2csc(NC(=O)c3c(C)noc3C)n2)cc1,30,-4,-1,0.2,3,-12,-1,-30
CC(=O)N[C@@H](CS)C(=O)O,13,-6,3,0.0,-1,-5,3,3
C=CC[C@@H](CC(=O)N(CCO)Cc1ccccc1)C(=O)N[C@H](COC(=O)[C@H](CC=C)CC(=O)OC(C)(C)C)Cc1c[nH]c2ccccc12,22,/,0,0.0,4,/,8,1
CCN(c1ccccc1)S(=O)(=O)c1ccc(OC)c(NC(=O)Cc2ccccc2OC)c1,2,-1,0,0.0,-1,2,-3,-67
CC(C)NC(=O)N(C)C[C@@H]1Oc2ccc(NC(=O)c3ccncc3)cc2C(=O)N([C@@H](C)CO)C[C@@H]1C,-10,-3,-2,0.2,5,7,-3,-15
C=CCNC(=O)c1cc2c(=O)c3ccccc3oc2nc1C,-59,3,-3,0.0,-3,1,-7,2
Cc1ccc(S(=O)(=O)N2CCCCC2)cc1C(=O)Nc1cccnc1,0,0,0,0.2,/,/,-1,/
CNC(=O)C[C@H]1CC[C@@H]2[C@H](COc3ccc(NC(=O)c4cccc(F)c4)cc3C(=O)N2C)O1,-8&-11,-1&-2,-1&0,0.2&0.6,-6&-10,1&1,-3&-3,-4&-9
C=CCNC(=S)N1CCC(C(=O)c2ccc(F)cc2)CC1,2,2,1,-0.1,5,28,-5,6

Looked up above.
SIRT5 inh, C=CCNC(=S)N1CCC(C(=O)c2ccc(F)cc2)CC1 reads 2
PGC1a acetyl inh, COC(=O)c1ccc(-c2csc(NC(=O)c3c(C)noc3C)n2)cc1 reads -12
SIRT5 inh, CC(=O)N[C@@H](CS)C(=O)O reads -6
C2C12 statin, CC(C)NC(=O)N(C)C[C@@H]1Oc2ccc(NC(=O)c3ccncc3)cc2C(=O)N([C@@H](C)CO)C[C@@H]1C reads -15

Reformatted field by field: 4 of the compounds above
Cc1ccc(S(=O)(=O)N2CCCCC2)cc1C(=O)Nc1cccnc1
  LGR2 antag: 0 | SIRT5 inh: 0 | ERAP1 HTS inh: 0 | Xi reactivation: 0.2 | Cneo AK release: / | PGC1a acetyl inh: / | S100A4 inh HTS: -1 | C2C12 statin: /
CNC(=O)C[C@H]1CC[C@@H]2[C@H](COc3ccc(NC(=O)c4cccc(F)c4)cc3C(=O)N2C)O1
  LGR2 antag: -8&-11 | SIRT5 inh: -1&-2 | ERAP1 HTS inh: -1&0 | Xi reactivation: 0.2&0.6 | Cneo AK release: -6&-10 | PGC1a acetyl inh: 1&1 | S100A4 inh HTS: -3&-3 | C2C12 statin: -4&-9
COC(=O)c1ccc(-c2csc(NC(=O)c3c(C)noc3C)n2)cc1
  LGR2 antag: 30 | SIRT5 inh: -4 | ERAP1 HTS inh: -1 | Xi reactivation: 0.2 | Cneo AK release: 3 | PGC1a acetyl inh: -12 | S100A4 inh HTS: -1 | C2C12 statin: -30
C=CCNC(=S)N1CCC(C(=O)c2ccc(F)cc2)CC1
  LGR2 antag: 2 | SIRT5 inh: 2 | ERAP1 HTS inh: 1 | Xi reactivation: -0.1 | Cneo AK release: 5 | PGC1a acetyl inh: 28 | S100A4 inh HTS: -5 | C2C12 statin: 6

From PubChem BioAssay
